# HCV inh: qHTS Assay for Inhibitors of Hepatitis C Virus (HCV); Huh7.5.1 HCVcc-Cre infection, luciferase reporter, 44 h; AID 651820, 2012; 340,000 tested, 3.4% active; Potency, µM (highest dose often 41.8 µM), inactives show at the top dose activity change, negative = inhibition, hits mostly inhibitors; further: potency means the concentration at half of the fitted maximal effect
#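 1,000 cells/well; 4 h culture; + compound; + HCVcc-Cre (~0.5 moi); 44 h; luciferase substrate, RT 15 min; read 15 sec.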
# AmpC inh no detg: qHTS Inhibitors of AmpC Beta-Lactamase (assay without detergent); P00811; AmpC nitrocefin hydrolysis, absorbance 480 nm, 0.0001% Triton; Potency, µM (top dose mostly 57.1 µM), inactives show at the top dose activity change, negative = inhibition, hits mostly inhibitors; 330,000 tested, 0.52% active;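 further: potency means the concentration at half of the fitted maximal effect; plate controls were no compound for no effect and no enzyme for full effect; nearly all actives have a fitted effect of over 20% in size; some results filed as inactive show a strong effect at the top dose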
# Target sequence (P00811 whole entry, looked up): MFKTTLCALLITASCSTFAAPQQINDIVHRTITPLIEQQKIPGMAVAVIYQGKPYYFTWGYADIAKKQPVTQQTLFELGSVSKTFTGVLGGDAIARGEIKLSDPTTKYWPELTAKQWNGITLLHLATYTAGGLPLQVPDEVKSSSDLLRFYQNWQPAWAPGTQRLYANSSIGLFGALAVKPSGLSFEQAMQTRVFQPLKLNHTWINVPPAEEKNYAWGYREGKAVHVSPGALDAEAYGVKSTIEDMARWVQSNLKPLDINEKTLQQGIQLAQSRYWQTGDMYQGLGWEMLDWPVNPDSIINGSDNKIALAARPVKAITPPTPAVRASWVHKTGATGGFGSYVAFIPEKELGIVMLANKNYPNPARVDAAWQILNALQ
#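 20 mM phosphate pH 7.0 + 0.01% (detergent screen) or 0.0001% Triton X-100; 5.3 nM AmpC reagent; cpd preinc 15 min RT; nitrocefin (800 uM stock) to start; A480 q20 s × 4 min; Activity was normalised to no-enzyme and no-compound control wells.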
# HCMV antiviral: qHTS Assay for inhibitors of the human cytomegalovirus (HCMV); HFF cells, HCMV-luciferase reporter, 72 h; active compounds read low; activity change, negative = inhibition, % at 57.5 µM; 410,000 tested, 4.5% active; in the data active means activity change below about -60%; inconclusive means no clear call, values can overlap the other calls; inactive means above about -39%
#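 After 16 h attachment at 37C, HFF cells received test compound and HCMV-luciferase (1 PFU/cell); reporter luminescence read 72 h later, data normalized against buffer-only and known inhibitor Salinomycin.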
# AmpC detergent: qHTS Inhibitors of AmpC Beta-Lactamase (assay with detergent); AmpC hydrolysis of nitrocefin, absorbance 480 nm, 0.01% Triton; Potency, µM (series often up to 114 µM), for the others: at the highest dose activity change, negative = inhibition, actives largely listed as inhibitors; 370,000 tested, 0.041% active; AID 485294, 2010;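 further: potency means the concentration at half of the fitted maximal effect; 0% = no-compound wells and -100% = no-enzyme wells; nearly all actives have a fitted effect of over 25% in size; some results filed as inactive show a strong effect at the top dose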
#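 AmpC (5.3 nM in the dispensed reagent) in 20 mM phosphate pH 7.0 with 0.01% (detergent screen) or 0.0001% Triton X-100 was preincubated with compounds for 15 min at room temperature. Nitrocefin was then added from an 800 uM solution, and hydrolysis was followed at 480 nm.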
# AMA1-RON2 inh: qHTS for Inhibitors of AMA1-RON; Towards Development of Antimalarial Drug Lead: Primary Screen | AlphaScreen AMA1-biotinylated RON2 peptide binding | Potency, µM (doses to about 58.2 µM), without a hit: at the top dose activity change, negative = inhibition, most hits filed as inhibitors | 360,000 tested, 0.2% active | AID 720542, 2013;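 further: potency means the concentration at half of the fitted maximal effect; 0% = vehicle wells and -100% = peptide control; nearly all actives have a fitted effect of over 45% in size; some results filed as inactive show a strong effect at the top dose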
#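 AMA1 (3D7) with his tag at 25 nM final met compounds first, then biotinylated RON2 peptide at 25 nM; detection used donor plus acceptor beads, 10 µg/mL apiece, read by AlphaScreen after 30 min at room temperature.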
# TbPYK inhibitor: qHTS of Trypanosoma Brucei Inhibitors | pyruvate kinase (Trypanosoma brucei), Q57TT1 | TbPYK enzyme, Kinase-Glo Plus ATP luminescence, 45 min | Potency, µM (top dose mostly 76.8 µM), for the others: top-dose activity, negative = inhibition, hits mostly inhibitors | 410,000 tested, 0.12% active | AID 624173, 2012; further: potency means the concentration at half of the fitted maximal effect; nearly all actives have a fitted effect of over 50% in size
#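 Assay buffer: 50 mM TEA pH 7.2, 100 mM KCl, 10 mM MgCl2, 0.05% BSA, 0.01% Tween-20. Pyruvate kinase from T. brucei plus substrate met compound, then ADP (130 uM final). Luminescence was read post 45 min RT.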
# LmPK inh: qHTS Assay for Inhibitors of Leishmania Mexicana Pyruvate Kinase (LmPK); Potency, µM (series often up to 57.5 µM), for the others: at the highest dose activity change, negative = inhibition, usual class: inhibitors; 290,000 tested, 0.37% active; purified LmPK, Kinase-Glo ATP luminescence, 1 h; AID 1721, 2009; further: potency means the concentration at half of the fitted maximal effect
# Target sequence (Q27686 whole entry, looked up): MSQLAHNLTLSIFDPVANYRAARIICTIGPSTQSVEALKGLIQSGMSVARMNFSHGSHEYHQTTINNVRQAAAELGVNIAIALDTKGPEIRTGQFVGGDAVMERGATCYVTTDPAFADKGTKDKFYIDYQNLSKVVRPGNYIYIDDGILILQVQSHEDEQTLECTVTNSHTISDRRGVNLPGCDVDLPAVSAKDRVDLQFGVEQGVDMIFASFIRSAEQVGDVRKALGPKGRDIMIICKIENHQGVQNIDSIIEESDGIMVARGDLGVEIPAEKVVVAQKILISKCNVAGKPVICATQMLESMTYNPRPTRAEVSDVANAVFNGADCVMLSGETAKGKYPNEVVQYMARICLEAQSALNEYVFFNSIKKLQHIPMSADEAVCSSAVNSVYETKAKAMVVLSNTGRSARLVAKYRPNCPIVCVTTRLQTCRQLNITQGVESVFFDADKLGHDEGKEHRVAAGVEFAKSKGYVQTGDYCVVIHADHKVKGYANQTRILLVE
#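 In 50 mM imidazole pH 7.2 with 7 mM MgCl2, LmPK (0.1 nM) turned over PEP (0.5 mM) and ADP (0.1 mM) for 1 h at room temperature. Luciferase read-out of ATP.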
# An asterisk follows results filed as active; ? = inconclusive; · = no result given; & = joins results of further samples; [ ] = dose if it differs, or a comment. Unless noted, the call rests on the fitted dose curve; in most records, active means well fitted curve in the direction sought with a large enough effect; inconclusive means small, poorly fitted or top-dose-only effect, or another doubt; inactive means no such curve, though single readings can be large; an effect the other way counts as inactive or inconclusive. Unless noted, on the % scale 0 is the no-effect control and ±100 the full control effect.
SMILES,HCV inh,AmpC inh no detg,HCMV antiviral,AmpC detergent,AMA1-RON2 inh,TbPYK inhibitor,LmPK inh
CC(C)c1ccc(S(=O)(=O)N2CCN(C(=O)c3cccc(S(=O)(=O)N4CCOCC4)c3)CC2)cc1,-27%,·,-19,·,-10%,1%,·
CCc1cccc(NC(=O)C2CCCN2S(=O)(=O)c2ccc3nc(-c4ccccc4)[nH]c3c2)c1 (stereo not drawn),·,·,-60*,0%,·,1%,·
COc1ccccc1-c1cc(C(F)(F)F)nc(S(=O)(=O)CCCC(=O)Nc2cc(OC)c(OC)c(OC)c2)n1,·,·,-2,5%,·,-3%,·
O=C(CNS(=O)(=O)c1ccc(Br)cc1Cl)OCC(=O)c1ccc[nH]1,9%,-10%,1,?,-1%,-3%,·
COCCNC(=O)Cn1nc(C(F)(F)F)cc1C,6%,-18%,-1,-4%,5%,-12%,-2%
CC(/C=C/c1ccco1)=N\NC(=O)CNc1ccc2ccccc2c1,-6%,-23%,16,8%,29%,2%,0%
Cc1cccc(N(CC(=O)N2CCCC2)S(=O)(=O)c2ccccc2)c1C,8%,·,-29,-6%,-11%,-6%,-4%
Cc1nnc(SCC(=O)Nc2ccc(Cl)cn2)n1Cc1ccccc1,4%,-15%,-1,?,6%,11%,-2%
CCc1cc2c(C)ccc(C)c2nc1SCC(=O)Nc1cc(C)on1,3%,-23%,-11,2%,-1%,-2%,-3%
CCn1c(SCC(=O)c2ccc(CNC(C)=O)o2)nnc1-c1cccs1,7%,15%,-7,-2%,-8%,-1%,1%
C=CCc1cc(/C=N/NC(=O)CSc2nnc(CCCc3ccc(OC)cc3)o2)cc(OC)c1O,?,-16%,3,2%,14%,3%,-1%
CCCC(=O)NC(Nc1ccc(S(=O)(=O)Nc2cc(C)on2)cc1)(C(F)(F)F)C(F)(F)F,9%,·,2,·,-1%,-9%,·
Cc1ccc(-n2c(CNc3ccc(F)cc3)nnc2SCC(N)=O)cc1,0%,38%,4,-2%,5%,-5%,1%
Cc1ccc(NC(=O)Cc2ccc(NC(=O)N3CCCCc4ccccc43)cc2)cc1Cl,·,·,-3,2%,·,-1%,·
Cc1ccccc1NS(=O)(=O)c1ccc(OCCNS(C)(=O)=O)cc1,10%,-17%,-8,?,15%,-11%,-1%

# In the list so far, 3 have a Cl atom:
SMILES,HCV inh,AmpC inh no detg,HCMV antiviral,AmpC detergent,AMA1-RON2 inh,TbPYK inhibitor,LmPK inh
O=C(CNS(=O)(=O)c1ccc(Br)cc1Cl)OCC(=O)c1ccc[nH]1,9%,-10%,1,?,-1%,-3%,·
Cc1nnc(SCC(=O)Nc2ccc(Cl)cn2)n1Cc1ccccc1,4%,-15%,-1,?,6%,11%,-2%
Cc1ccc(NC(=O)Cc2ccc(NC(=O)N3CCCCc4ccccc43)cc2)cc1Cl,·,·,-3,2%,·,-1%,·

# Carrying on.
SMILES,HCV inh,AmpC inh no detg,HCMV antiviral,AmpC detergent,AMA1-RON2 inh,TbPYK inhibitor,LmPK inh
COCC(=O)Nc1sc2c(c1C(=O)OC)C(C(=O)OC)CC2 (stereo not drawn),?,-4%,0,0%,4%,-1%,3%
O=C(OCC(=O)N1CCCCCC1)c1n[nH]c(=O)c2ccccc12,9%,-18%,13,?,-14%,-4%,-1%
COc1ccc(C(NC(=O)C2CCN(CCCc3ccccc3)CC2)c2cccs2)cc1 (stereo not drawn),·,·,17,·,0%,-11%,·
CC1(C(=O)N2CCCCC2)CCN1C(=O)Cc1ccc(-c2ccccc2)cc1 (stereo not drawn),·,·,-5,·,1%,1%,·
COC(=O)c1ccc(Nc2ncnc3c2cnn3-c2cccc(C)c2)cc1,-6%,-16%,45,?,-1%,1%,0%
CCOc1ccc2nc(NC(=O)Cn3cnc4c3c(=O)n(C)c(=O)n4C)sc2c1,-2%,9%,117,?,4%,1%,1%
CC1CCCC(NC(=O)COC(=O)c2cccnc2Cl)C1C (stereo not drawn),5%,-8%,13,?,-10%,1%,·
CCc1cc(=O)[nH]c(SCc2nc(-c3ccccc3C)no2)n1,·,·,-26,7%,·,-1%,·
CN1CCN(c2ccc(C(CC(N)=O)NC(=O)Cc3ccc(Br)cc3)cc2[N+](=O)[O-])CC1 (stereo not drawn),-2%,61%[activator],-13,-2%,-6%,1%,2%
O=C(CC1C(=O)N(c2ccccc2)C(=S)N1c1ccccc1)c1ccc(Br)cc1 (stereo not drawn),9%,-39%,-28,?,-15%,2%,6%
C[C@@H]1CN([C@@H](C)CO)S(=O)(=O)c2ccc(/C=C/c3ccccc3)cc2O[C@@H]1CN(C)Cc1ccc(C(=O)O)cc1,·,·,0,·,-13%,10%,·
COc1ccc(-c2nc(SCC(=O)NCCc3ccc(OC)c(OC)c3)n[nH]2)cc1,·,·,62,14%,·,0%,·
COc1ccc(NC(=O)C[C@H]2C(=O)N(c3ccccc3)C[C@@H]2CSC)cc1,·,·,-14,·,-6%,-1%,·
CCSc1ccc([C@@H]2[C@H]3C(=O)N(C)C(=O)[C@H]3[C@]3(C(=O)OC)CCCCN23)cc1OC,-11%,189%[activator],0,0%,-13%,-18%,·
O=c1c2ccccc2nnn1-c1ccccc1[N+](=O)[O-],·,·,16,·,-10%,2%,·

# Fetched one by one from above:
SMILES,HCV inh,AmpC inh no detg,HCMV antiviral,AmpC detergent,AMA1-RON2 inh,TbPYK inhibitor,LmPK inh
O=C(OCC(=O)N1CCCCCC1)c1n[nH]c(=O)c2ccccc12,9%,-18%,13,?,-14%,-4%,-1%
COc1ccc(NC(=O)C[C@H]2C(=O)N(c3ccccc3)C[C@@H]2CSC)cc1,·,·,-14,·,-6%,-1%,·

# As entered above.
# Under HCMV antiviral, `CC1(C(=O)N2CCCCC2)CCN1C(=O)Cc1ccc(-c2ccccc2)cc1` (stereo not drawn) reads -5
# Under AmpC inh no detg, `CCOc1ccc2nc(NC(=O)Cn3cnc4c3c(=O)n(C)c(=O)n4C)sc2c1` reads 9%

# (next part)
SMILES,HCV inh,AmpC inh no detg,HCMV antiviral,AmpC detergent,AMA1-RON2 inh,TbPYK inhibitor,LmPK inh
Cc1ccc2nc(NC(=O)c3cccn(Cc4ccc(Cl)cc4)c3=O)sc2c1,·,·,-3,-3%,·,-6%,·
CCCCCCN(C(=O)CCl)c1ccccc1,5µM*,-10%,-100*,-1%,6%,5%,7%
COc1ccccc1C(=O)Nc1sc(Nc2ccccc2)nc1C(N)=O,·,·,50,21%,·,-4%,·
COCc1cc(C)nc(SCC(=O)N2CCC(C)CC2)c1C#N,-2%,3%,-5,2%,9%,1%,2%
O=S(=O)(NC1CCN(S(=O)(=O)c2ccc3c(c2)OCCO3)C1)c1c(F)cccc1F (stereo not drawn),·,-11%,6,-1%,·,3%,·
COc1ccccc1NC(=O)CSc1nnc(-c2ccccn2)n1Cc1ccco1,-8%,21%,-5,?,1%,0%,1%
COc1ccc(-c2csc(NC(=O)CS(=O)(=O)c3ccc(F)cc3)n2)cc1OC,?,-39%,-21,-12%,11%,2%,·
O=C(CSc1nnc(-c2cccnc2)o1)Oc1ccccc1,3%,-4%,-22,1%,3%,-4%,-2%
O=C(C(=O)N1CCN(c2ccccc2F)CC1)c1cn(CC(=O)N2CCOCC2)c2ccccc12,-14%,151%[activator],-25,-11%,-8%,-20%,5%
CCCCOc1ccc(-c2nn(-c3ccccc3)cc2C2NC(=O)NC(C)=C2C(=O)OCC)cc1 (stereo not drawn),·,·,-39,9%,·,-3%,·
COc1ccc(Cl)cc1NC(=O)C/C(C)=N/NC(=O)CC#N,-27%,?,40,2%,41%[activator],0%,4%
O=C(NCCS(=O)(=O)N1CCC2(CC1)OCCO2)c1ccccc1,4%[8.37 µM],?,-26,?,-4%,4%,·
Cc1ccc(S(=O)(=O)N(CC(=O)N2CCCCC2)c2cccc(C)c2)cc1,4%,25%,-29,?,-2%,-2%,5%
O=C1[C@H]2[C@@H]3CCN1CCC[C@@H]2C=C[C@@H]3c1ccc(Br)cc1,·,·,-21,·,-26%,-2%,·
COc1cc(C)c(Cl)cc1S(=O)(=O)n1cnc(C)c1,2%,34%,1,?,-5%,-10%,0%
Cc1ccc(NC(=O)CSc2nc(=O)cc(N)n2CCc2ccccc2)cc1,5%,-14%,-37&-25,-4%&-1%,-9%,-3%&-1%,3%
Cc1cc(NC(=O)CCCn2cnc([N+](=O)[O-])n2)no1,2%,5%[2.29 µM],-3,-6%,-5%,-28%,3%
O=C(O)c1cccc(NC(=O)c2cc3cc(Br)cc(Br)c3oc2=O)c1,·,·,6,-8%,·,-8%,·
COc1ccc(NC(=O)Nc2ccc(Cc3ccncc3)cc2)c(OC)c1,?,-33%,-31,?,-19%,-14%,1%
COc1cc(/C=C(\NC(C)=O)C(=O)N2CCCCC2)ccc1OC(C)=O,8%,-17%,24,-12%,0%,-4%,1%
Cc1sc(NC(=O)C2=COCCO2)c(C#N)c1C,14%,-18%,48,0%,-24%,-22%,·
Cc1ccc(S(=O)(=O)NCc2ccccc2)cc1C(=O)NCCc1ccc(S(N)(=O)=O)cc1,-3%,-19%,32,-3%,12%,-10%,·
O=C(OCC(=O)N1N=C(c2ccc(Cl)cc2)CC1c1ccco1)c1cncc(Br)c1 (stereo not drawn),2%,-2%,48,·,0%,-29%,·
CC(NC(=O)COc1ccc(/C=N/NC(=O)C(=O)Nc2ccccc2Br)cc1)c1ccccc1 (stereo not drawn),17%,-9%,8,4%,2%,-2%,0%
CCOc1ccc(Br)cc1S(=O)(=O)NCCN(C)C,-6%,·,-2,0%,26%,6%,-1%
COc1ccccc1CN1CCNC(=O)C1CC(=O)NCc1csc(C)n1 (stereo not drawn),-1%,-1%,-34,2%,16%,-7%,2%
Oc1ccc(N2CCN(Cc3cc4c(cc3Br)OCCO4)CC2)cc1,6%,-50%,-23,2%,-19%,-19%,?
Cc1ccc(C(=O)NCC(=O)OCCOc2ccccc2Cl)cc1,2%,-11%,14,-1%,-5%,0%,·
CCOC(=O)CNC(=O)CSc1nnnn1-c1ccc(C)c(C)c1,-5%,-10%,5,?,0%,0%,-1%
CCOC(=O)Nc1c(Cl)n(C)c(=O)n(C)c1=O,8%,-2%,43,6%,0%,-3%,-4%
Cc1cc(Br)ccc1NC(=O)CN(C)C(=O)C1=COCCO1,11%,-13%,0,·,-2%,-2%,·
C#CC(=O)N(c1cc(OC)ccc1OC)C(C(=O)NC1CCCC1)c1cccs1 (stereo not drawn),·,19%,·,-1%,5%,-5%,-1%

# Compound activity from PubChem BioAssay.
